CFTR F508del cor = CFTR F508del correction in bronchial cells. CFBE cells, YFP halide quenching; stimulated with forskolin plus potentiator P3; % fluorescence drop versus neutral controls. activity (quench increase), % at 7.58 µM. hit rate 0.36% among 350,000. AID 720511;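 active means mean added fluorescence quench of at least 8% versus neutral control, with both replicates also reaching 8%; inconclusive means only one of the mean or replicate conditions met; inactive means mean below 8% and not both replicates reaching 8%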;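 further: cells transiently co-express mutant CFTR-F508del with the halide-sensitive YFP; corrector assay measuring rescue of mutant channel to the surface after 24 h compound exposure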
E-sel inducer = E-selectin induction on HUVECs | AID 686992 | HUVEC E-selectin immunofluorescence imaging; normalized: neutral wells 0, TNF-alpha wells 100 | activation, % at 7.58 µM | hit rate 0.37% among 260,000 | P16581;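 active means mean E-selectin-positive cell signal at least 10% of the positive control, reached in at least 60% of replicates, without over 20% cell loss; inconclusive means no rule given, readout overlaps actives, possibly toxicity-flagged; inactive means the rest, including those meeting only one limit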;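 further: in these data hits start at about 27%; measured in HUVEC primary endothelial cells; signal is the percent of cells scored E-selectin positive by PE staining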
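System: HUVEC / Compound: single concentration / Signal: immunofluorescence imaging / Read-out: percent E-selectin-positive cells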
RAD52 inh = RAD52 (human) annealing inhibition; P43351; recombinant RAD52 DNA annealing, FRET fluorescence; inhibition, % at 18.7 µM; hit rate 0.46% among 360,000;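 active means every replicate showing at least 50% inhibition; inconclusive means mean inhibition at least 50% but not in every replicate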
XiGFP reactiv = reactivates the inactive X chromosome in mouse fibroblasts. activation, % at 7.58 µM. AID 743238. hit rate 0.055% among 360,000. XiGFP mouse fibroblasts, % GFP-positive cells imaging, 3 d; cells co-treated with 5-aza-dC sensitizer; scaled so ellipticine positive control = 100%;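 active means mean normalized replicate activation at least 10% and every replicate at or above 10%; inconclusive means only one of the two criteria met; inactive means mean below 10% and not all replicates reach 10%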;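 further: 0% = median of on-plate neutral control wells and 100% = ellipticine 6 µM median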
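material = 68-5-11 XiGFP fibroblast line | medium = DMEM plus 5-aza-dC sensitizer | schedule = 3 days compound exposure | benchmarks = positive control ellipticine, 6 µM final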
GSIS activator = GLuc luminescence reporter in INS-1E cells, primary screen for activators of glucose-dependent secretion of insulin; INS-1E GLuc reporter insulin secretion, 2-3 h; activation, % at 16.6 µM; hit rate 0.61% among 370,000;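 active means lowest replicate activation of at least 40%, so every replicate reaches that level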;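 further: 0% = median of neutral control wells and 100% = median of IBMX positive control wells; some compounds called inactive have numbers as strong as hits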
Casp6 inh = inhibitors of human caspase-6; hit rate 0.53% among 350,000; inhibition, % at 12.5 µM; P55212; purified caspase-6, Z-VEID-R110 cleavage fluorescence;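 active means mean inhibition across replicates at least about 35%, with every replicate also reaching that limit, limit read from the data; inconclusive means only one of the two criteria met; inactive means neither criterion met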;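 further: 0% = median of neutral control wells and 100% = no fluorescence left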
Target sequence (P55212 24-179 limits assumed): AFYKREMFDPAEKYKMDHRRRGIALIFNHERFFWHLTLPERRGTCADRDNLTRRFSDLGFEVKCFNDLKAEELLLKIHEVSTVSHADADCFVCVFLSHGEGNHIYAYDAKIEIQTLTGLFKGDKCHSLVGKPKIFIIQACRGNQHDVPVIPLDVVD
Target sequence (P55212 194-293 limits assumed): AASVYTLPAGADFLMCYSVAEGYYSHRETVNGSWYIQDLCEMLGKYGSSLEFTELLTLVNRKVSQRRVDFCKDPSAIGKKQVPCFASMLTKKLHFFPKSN
DENV2 CPE rescue = protects cells from dengue virus 2 cytopathic effect; DENV2-infected cells, cytopathic effect rescue, plate reader; hit rate 1.7% among 350,000; CPE inhibition, % at 9.99 µM; in the data active means CPE inhibition above about 20%, passing the limit was not always enough; inconclusive means no clear call, values can overlap the other calls; tested in BHK-21 cells;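 further: 0% = median of neutral control wells and 100% = median of positive control wells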
RAD54 branch = blocks human RAD54 Holliday junction branch migration. FAM/BHQ fluorescence. inhibition, % at 10.4 µM. hit rate 0.14% among 360,000. AID 602329;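 active means mean normalized replicate activity at least 40 and at least half of replicates scoring 40 or more; inconclusive means only one of the two criteria met; inactive means mean below 40 and under half of replicates reaching 40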;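 further: 0% = median of neutral control wells and 100% = median of positive control wells; inhibitors cause a drop in the FAM fluorescence signal; in these data hits start at about 50%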
Target sequence (Q92698 whole entry, looked up): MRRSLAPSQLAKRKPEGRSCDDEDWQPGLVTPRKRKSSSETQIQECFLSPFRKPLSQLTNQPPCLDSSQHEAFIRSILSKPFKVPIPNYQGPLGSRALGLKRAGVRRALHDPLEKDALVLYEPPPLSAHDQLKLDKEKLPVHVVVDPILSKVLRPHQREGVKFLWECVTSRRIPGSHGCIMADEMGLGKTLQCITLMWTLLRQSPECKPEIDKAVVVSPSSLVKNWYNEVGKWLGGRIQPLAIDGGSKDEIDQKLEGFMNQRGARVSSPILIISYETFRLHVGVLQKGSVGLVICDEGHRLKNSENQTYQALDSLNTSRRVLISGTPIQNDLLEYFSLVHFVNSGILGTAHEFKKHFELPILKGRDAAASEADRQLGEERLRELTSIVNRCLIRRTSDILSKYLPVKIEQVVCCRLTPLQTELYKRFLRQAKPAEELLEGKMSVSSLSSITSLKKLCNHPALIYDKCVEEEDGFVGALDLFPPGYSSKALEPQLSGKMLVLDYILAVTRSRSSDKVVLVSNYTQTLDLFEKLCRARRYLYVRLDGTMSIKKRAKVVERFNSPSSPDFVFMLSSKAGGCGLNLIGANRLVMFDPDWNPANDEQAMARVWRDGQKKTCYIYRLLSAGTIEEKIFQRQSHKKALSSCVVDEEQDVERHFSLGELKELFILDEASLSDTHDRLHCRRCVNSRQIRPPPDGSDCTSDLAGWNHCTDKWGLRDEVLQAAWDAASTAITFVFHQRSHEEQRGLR
* marks the source's active call; other numbers are inactive results; ? = inconclusive; . = no result given; & = joins results of further samples; ! = a repeat was not active.

Below each compound: RAD52 inh | XiGFP reactiv | Casp6 inh | RAD54 branch | CFTR F508del cor | DENV2 CPE rescue | GSIS activator | E-sel inducer
1	COCCN(C(=O)COC(=O)COc1ccc2c(c1)CCC2)c1c(N)n(Cc2ccccc2)c(=O)[nH]c1=O
    -15 | -0.1 | 4 | . | 3.5 | -7 | 7 | .
2	CCC1CCCCN1C(=O)COC(=O)CSc1ccc(C(N)=O)cc1[N+](=O)[O-] (configuration not stated)
    -5 | 0.4 | 1 | -15 | -1.5 | 15 | 29 | -0.4
3	O=C(NNC(=O)c1ccccc1[N+](=O)[O-])Nc1ccc(Cl)cc1
    0 | 0.0 | 1 | . | -0.3 | 1 | 0 | .
4	CCc1ccc(S(=O)(=O)NC2CC(C)(C)NC(C)(C)C2)cc1
    -7 | 0.2 | -2 | -3 | -4.6 | 9 | -4 | .
5	C[C@H]1CN([C@@H](C)CO)C(=O)c2cc(NC(=O)Cc3ccccc3)ccc2O[C@@H]1CN(C)S(=O)(=O)c1cn(C)cn1
    -1 | -0.1 | -2 | -5 | -1.8 | -4 | 0 | -0.1
6	CC1CCCN(S(=O)(=O)c2cc3c4c(c2)CCN4C(=O)CC3)C1 (configuration not stated)
    -2 | -0.1 | 14 | -1 | 4.4 | -5 | 2 | -0.2
7	Cc1c(-n2c(SCC(=O)N(C)C3CCS(=O)(=O)C3)nc3ccccc3c2=O)c(=O)n(-c2ccccc2)n1C (configuration not stated)
    -11 | 0.2 | 0 | -1 | 1.1 | -3 | 0 | 3.0
8	CCNc1nc(NCC)nc(N/N=C/c2ccccc2)n1
    -15 | 0.1 | -2 | 8 | 0.0 | ? | -1 | 0.9
9	O=S(=O)(c1ccc(F)cc1)N1CCCCN2[C@H](C1)[C@@H](c1ccc(C#CC3CC3)cc1)[C@@H]2CO
    -33 | 0.1 | 2 | -19 | 1.9 | -25 | -2 | 0.1
10	COC(=O)C[C@@H]1CC[C@@H]2[C@H](COc3ccc(NC(=O)NC(C)C)cc3C(=O)N2C)O1
    -4 | 0.3 | 0 | -1 | -2.0 | -2 | 2 | 0.0
11	COc1ccc(CN(C)C[C@@H]2Oc3ccc(NC(=O)Nc4ccc(C(F)(F)F)cc4)cc3CC(=O)N([C@H](C)CO)C[C@H]2C)cc1
    2 | 0.2 | 1 | 0 | 1.7 | 16 | -8 | 24
12	CCCCCCCC(=O)N/N=C/c1ccc([N+](=O)[O-])o1
    -24 | 0.0 | 10 | . | -1.3 | 6 | -6 | -1.3
13	CC(=O)Nc1sc2c(c1CN1CCCC1)CCCC2
    -15 | 0.2 | -2 | 4 | 1.7 | 18 | -1 | 2.3
14	O=C(NCC1CCCCC1)c1cc(-c2cc(F)ccc2OCC2CCCO2)n[nH]1 (configuration not stated)
    -8 | 0.2 | 0 | 5 | -0.6 | -4 | -9 | 8.3
15	Cc1nnc(NCc2cccc(Cl)c2)c2ccccc12
    -10 | 0.1 | -3 | 7 | -2.9 | -6 | 4 | -0.1
16	C[C@@H]1CN([C@H](C)CO)C(=O)c2cc(NS(=O)(=O)c3cccs3)ccc2O[C@@H]1CN(C)C(=O)NC1CCCCC1
    -36 | 0.2 | 1 | -9 | 3.1 | 0 | 13 | .
17	COC(=O)c1ccc(NC(=S)NCCCn2ccnc2)cc1
    7 | 0.0 | -18 | 0 | -4.4 | -6 | -13 | .
18	C[C@@H](NC(=O)c1ncn(C)c1C(=O)N[C@H](C)c1ccccc1)c1ccccc1
    -21 | 0.4 | 2 | -6 | -2.6 | 90* | . | 0.4
19	CCC(=O)N1CC2(C1)[C@H](c1ccccc1)[C@H](CO)N2C(=O)c1ccccc1
    7 | 0.1 | 3 | . | 3.0 | 0 | 3 | 0.2
20	CCCNC(=O)N1CC2(CN(S(C)(=O)=O)C2)c2c(n(C)c3cc(OC)ccc23)[C@H]1CO
    3 | ? | 0 | . | 4.3 | 15 | -5 | -0.3
21	C[C@H]1CN([C@@H](C)CO)C(=O)c2cc(-c3ccccc3)cnc2O[C@H]1CN(C)C
    3 | -0.7 | -1 | 0 | -1.4 | 13 | 13 | -0.1
22	O=C(NCc1ccc(F)cc1)C1CC(=O)N(C2CCCCCCC2)C1 (configuration not stated)
    0 | 0.0 | 0 | -2 | -3.1 | -15 | -15 | .
23	C[C@H]1CN([C@@H](C)CO)C(=O)c2cccc(NC(=O)c3ccncc3)c2O[C@H]1CN(C)C(=O)Nc1ccc(C(F)(F)F)cc1
    14 | 0.1 | 0 | -8 | -2.6 | 5 | -2 | 16
24	COc1ccc2c3c([nH]c2c1)[C@H](CO)N(C(=O)Nc1ccc(F)cc1)CC31CCN(S(=O)(=O)c2cccc(F)c2)CC1
    8 | 0.0 | 3 | . | 4.7 | -2 | -8 | -0.9
25	CC1CCCCN1C(=O)c1ccc(CS(=O)(=O)Cc2ccccc2)cc1 (configuration not stated)
    -3 | 0.0 | 1 | -3 | 0.8 | -4 | 2 | 17
26	Brc1ccc2c(c1)-c1ccccc1C1=NCCN12
    35 | 0.0 | 0 | 81* | 2.9 | 0 | . | 2.9
27	O=C(O)/C=C/c1ccccc1Oc1ccc(Cl)cc1Cl
    -25 | 0.1 | -3 | -7 | 1.8 | 2 | 8 | 0.0
28	Nc1nc2c(Br)ccc(Br)c2cc1C(=O)NCCc1ccccc1
    -12 | 0.0 | 4 | . | -1.3 | -10 | 41* | .
29	CC(Oc1ccccc1)C(=O)OCC(=O)Nc1sccc1C(N)=O (configuration not stated)
    -32 | -0.1 | 7 | -3 | 2.8 | -11 | -18 | -1.9
30	CC12CCC(=O)C=C1C(O)CC1C2CCC2(C)C1CCC2(O)C(=O)CO (configuration not stated)
    8 | -0.1 | -3 | . | -1.2 | 1 | . | -0.1
31	C=CCN(c1ccc(C(=O)Nc2cccc(C)c2)cc1)S(C)(=O)=O
    -3 | 0.0 | -1 | . | -2.0 | 2 | -4 | .
32	CO[C@@H]1CN(C)C(=O)c2cc(NC(=O)c3cc(C)on3)ccc2OC[C@@H](C)N(CC2CC2)C[C@H]1C
    . | 0.0 | . | . | 0.3 | . | 20 | 0.0
33	Nc1ccccc1Nc1cc(-c2ccccc2)[nH]n1
    -1 | ? | . | -4 | -2.8 | -4 | 9 | .
34	CC(OC(=O)CN1C(=O)c2ccccc2C1=O)C(=O)NC1CCCCC1C (configuration not stated)
    -3 | 0.1 | 0 | -3 | 0.0 | -8 | 6 | -2.3
35	CCN1CCN(Cc2c(O)ccc3c(C)cc(=O)oc23)CC1
    -3 | 0.2 | -16 | 7 | -1.0 | 5 | 1 | 0.1
36	Cc1cc(F)cc(-c2cc(C(=O)NCc3ccco3)[nH]n2)c1
    -16 | 0.0 | -2 | -14 | -4.2 | -4 | -6 | -0.1
37	COC(=O)c1ccc2c(=O)n(CC3CCCO3)c(SCC(=O)Nc3ccc(OC)cc3OC)nc2c1 (configuration not stated)
    15 | 1.8 | 1 | . | 3.8 | -3 | 16 | 1.2
38	COC(=O)c1cccnc1-n1c(=O)c2cccnc2n(Cc2cccc(C(F)(F)F)c2)c1=O
    -3 | -0.4 | -2 | . | 0.7 | -1 | -17 | 0.6
39	CCCNC(=O)N[C@@H]1C=C[C@@H](CC(=O)NCCc2ccccc2)O[C@@H]1CO
    . | -0.1 | . | . | 0.1 | . | -1 | 0.2
40	CC12CCCC(C(C#N)C(N)=O)(C1)NC(=O)C2C#N (configuration not stated)
    0 | -0.1 | 0 | 2 | -2.3 | -1 | . | -0.1
41	CCCc1nc2ccc(C)cn2c1Cc1ccc(OC)cc1C
    -36 | . | -1 | 6 | 2.9 | . | -6 | 0.7
42	C[C@H](O)[C@@H]1C(=O)N2CCc3ccc(-c4cccc(F)c4)cc3[C@@H]2C[C@@H]1N(C)C(=O)Nc1ccccc1
    -13 | 0.2 | 2 | -16 | 0.7 | 1 | -6 | .
43	COc1cccc(/C=N/n2cnc3cc(C)c(C)cc32)c1OC
    0 | 0.1 | 0 | 4 | 2.3 | -4 | . | -0.3
44	Cc1noc(C)c1S(=O)(=O)N(CC(=O)NC(C)c1ccccc1)c1ccc(C(C)C)cc1 (configuration not stated)
    -1 | -0.1 | 1 | 9 | -1.3 | -4 | 2 | .
45	Cc1ccc(S(=O)(=O)N2CCN(C(=O)c3cc(S(=O)(=O)N(C)C)ccc3N3CCCC3)CC2)c(C)c1
    -9 | 0.0 | -6 | -15 | 0.7 | 5 | -21 | -0.2
46	O=C(C[C@H]1CC[C@@H]2[C@H](COC[C@H](O)CN2S(=O)(=O)c2cccc(F)c2)O1)NCc1ccncn1
    . | 0.2 | . | 12 | -0.7 | 1 | -3 | -0.1
47	O=C(C1=C[C@@H](c2ccc(C(F)(F)F)cc2)C[C@@H](OCc2ccc(CO)cc2)O1)N1CCOCC1
    -69&-11 | 0.1 | -1&-1 | 7 | -2.7&-0.8 | 25*! | -25 | -0.1
48	O=C(CCNS(=O)(=O)c1ccccc1)NNC(=O)C1COc2ccccc2O1 (configuration not stated)
    -7 | -0.1 | 1 | 10 | 0.1 | -3 | 16 | .
49	COC(=O)Cn1c(=NC(=O)CCS(=O)(=O)c2ccccc2)sc2c(OC)ccc(OC)c21
    -11 | 0.0 | 1 | 4 | 4.2 | -1 | 14 | 0.1
50	Nc1c(-c2ccccc2)c(CN2CCOCC2)nn1-c1cccc([N+](=O)[O-])c1
    -5 | 0.0 | 0 | . | -1.0 | -9 | . | -0.2
51	CCOc1ccc(S(=O)(=O)NCc2ccncc2)cc1NC(=O)c1ccccc1F
    -1 | 0.0 | -2 | 0 | -3.7 | 2 | 3 | 0.1
52	O=C(CCCSc1nc2sc3c(c2c(=O)[nH]1)CCC3)NCCCO
    -9 | . | 1 | 10 | -0.1 | 7 | -7 | .
53	COc1cccc(CC(=O)NN2C(=O)NC3(CCCCC3)C2=O)c1
    4 | -0.1 | 0 | -22 | 2.6 | 1 | 17 | .
54	COc1ccccc1C(=O)N1C[C@@H]2[C@H](c3ccccc31)[C@H](CO)N2CC1CCCC1
    -18 | -0.1 | -3 | 0 | 7.7 | -11 | -14 | 0.6
55	C[C@@H]1CN([C@H](C)CO)C(=O)c2cc(C#CCN(C)C)cnc2O[C@H]1CN(C)C(=O)c1cccnc1
    -9 | 0.0 | -1 | -4 | -0.4 | -4 | 1 | 0.3
56	NC(=O)c1ccsc1NC(=O)COC(=O)CCCOc1ccccc1
    -12 | 0.0 | 2 | -1 | -0.1 | 1 | -14 | -0.2
57	C=CCNc1cccc2c1S(=O)(=O)N[C@H](CC(C)C)CO2
    -2 | 0.1 | -3 | . | -1.5 | 5 | -6 | 0.9
58	Cc1ccc(NC(=O)C2CC2C)c(Cl)c1 (configuration not stated)
    -21 | 0.0 | -1 | . | 0.3 | -3 | -1 | .
59	C[C@@H]1CN([C@H](C)CO)C(=O)c2cc(NC(=O)Nc3ccccc3)ccc2O[C@@H]1CN(C)S(=O)(=O)c1ccccc1
    -12 | 0.2 | 0 | 11 | 0.6 | -4 | -5 | 2.2

Screening data deposited in PubChem BioAssay by Broad Institute.
